K1F lysis inhibition = inhibition of K1F phage lysis, E. coli UTI89, bacterial capsule biogenesis inhibitors, alamar blue (AID 488966). one-dose inhibition, % at 100 µM; IC50 in µM for titrated hits. E. coli UTI89 K1F phage lysis, alamar blue, 2 h; higher % means a stronger effect. actives 0.02% (n = 340,000);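 active = phage lysis inhibition, versus mean bacterial control, above a set limit; inconclusive = no clear call, values can overlap the other calls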;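 also: capsule biogenesis inhibitors block K1F phage lysis so surviving cells raise fluorescence; higher fluorescence means more inhibition of phage lysis; actives were called in the ten point dose series up to 300 µM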
XIAP antagonists = small molecules displacing peptide from XIAP – biochemical, IAP family, fluorescence polarization (AID 1018); XIAP BIR domain, fluorescence polarization peptide displacement; higher % means a stronger effect; displacement, % at 20 µM; hits with a dose series show IC50 in µM; actives 0.007% (n = 200,000); in the data active = displacement above about 50%; also: a part of the inactive calls stands beside numbers as strong as those of hits
RSV antiviral HEp-2 = RSV antiviral activity via CPE protection, HEp-2 cells, primary 10 µM value included (AID 2391); HEp-2 cells, RSV-induced CPE inhibition; higher % means a stronger effect; one-dose CPE inhibition, % at 10 µM; IC50 in µM for titrated hits; actives 0.13% (n = 310,000); in the data active = a potency from the dose series; inconclusive = CPE inhibition mostly from about 23% at the one dose, without a potency; inactive = the rest, 99 in 100 with CPE inhibition below about 21%; also: strong numbers were not always called active
Large T inhibition = TAg ATPase/helicase activity blockers – biochemical (AID 1903); actives 0.39% (n = 310,000); inhibition, % at 20 µM, or IC50 in µM where a hit was titrated; SV40 large T antigen ATPase/helicase inhibition assay; higher % means a stronger effect; in the data active = a potency from the dose series; inconclusive = inhibition mostly from about 32% at the one dose, without a potency; inactive = the rest, 99 in 100 with inhibition below about 32%; also: strong numbers were not always called active
CSM14.1 death rescue = rescue of cells from ER stress-induced death, primary screen, 384-well, CSM14.1, thapsigargin, ATP luminescence (AID 1222); CSM14.1 thapsigargin-induced death rescue, ATP luminescence; higher % means a stronger effect; one-dose cellular ATP content (survival), % at 20 µM; EC50 in µM for titrated hits; 190,000 tested, under 10 active;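 active = EC50 below 50 µM in the dose-response confirmation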;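 also: death triggered by thapsigargin at about 15 µM added after 2 h compound pretreatment; cell ATP read after overnight thapsigargin exposure of roughly 18 to 22 hours; normalized against plate controls of thapsigargin alone and 5% DMSO vehicle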
West Nile virus CPE = West Nile virus antiviral activity, cell-based, CPE readout (AID 1621). West Nile virus-infected cells, CPE inhibition; higher % means a stronger effect. actives 0.02% (n = 290,000). CPE inhibition, % at 10 µM, or IC50 in µM where a hit was titrated; in the data active = a potency from the dose series; inconclusive = CPE inhibition mostly from about 3.7% at the one dose, without a potency; inactive = the rest, 99 in 100 with CPE inhibition below about 2.2%; also: strong numbers were not always called active
WT yeast gro inh = growth inhibition of WT yeast, mitochondrial fusion screen. mitochondrial fusion phenotypic screen, WT strain. inhibition, % at 10 µM. actives 2.1% (n = 190,000); in the data active = inhibition above about 58%; tested in S. cerevisiae
Yfh1-depleted yeast = mitochondrial function rescue without frataxin homolog – Friedreich's ataxia, plus single-dose screen, dose response (AID 1465); S. cerevisiae Yfh1-off respiration, WST-1 reduction, 72 h; higher fold induction means a stronger effect; one-dose fold induction at 50 µM; EC50 in µM for titrated hits; actives 0.074% (n = 220,000);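 active = fold induction of absorbance versus untreated yeast above a set limit, then at least 30% activation at any dose in follow-up; inconclusive = repeats straddling the limit, or above it without dose testing; inactive = fold induction below the set limit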;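 also: activators that raise dye reduction in frataxin-depleted yeast; strong numbers were not always called active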
Dengue-2 NS5 capping = flavivirus cap methylation enzyme inhibition – biochemical, confirmation dose response, primary screen (AID 588689); Dengue-2 NS5 methyltransferase capping enzyme assay, biochemical; higher % means a stronger effect; one-dose inhibition, % at 25 µM; IC50 in µM for titrated hits; actives 0.3% (n = 340,000); in the data active = a potency from the dose series; inconclusive = inhibition above about 29% without an active follow-up result
WT yeast gro inh mutant strain = further read-out of WT yeast gro inh, marked with its call; inhibition, %; mitochondrial fusion phenotypic screen, mutant strain inhibition
Dengue-2 NS5 capping pilot replicate = further read-out of Dengue-2 NS5 capping, marked with its call; inhibition, %; measured here: pilot screen replicate inhibition
* = called active by the depositor; i = inactive; ? = inconclusive; · = no result given; [ ] = another dose, or the depositor's remark.

SMILES	K1F lysis inhibition	XIAP antagonists	RSV antiviral HEp-2	Large T inhibition	CSM14.1 death rescue	West Nile virus CPE	WT yeast gro inh	WT yeast gro inh mutant strain	Yfh1-depleted yeast	Dengue-2 NS5 capping	others
CC(=O)c1ccc(NC(=O)CSc2nc(=O)n(CCN3CCOCC3)c3c2CCC3)cc1	1.6%[50 µM]	·	2.9%	3%	·	·	·	·	·	0%
O=c1c2c3c(sc2nc2n1CCC2)CCCC3	-0.1%	·	0.5%	14%	·	0.1%	·	·	i	-13%
COc1cc(C(=O)OCC(C)=O)c([N+](=O)[O-])cc1OC	0.3%	-4.4%	-0.3%	1%	-1.4%	0.4%	2	-24	i	-5%
CCCc1ncc(CN2CCCCC2C(=O)Nc2ccc(Oc3ccccc3)nc2)cn1 (stereo unspecified)	0.2%	·	1.6%	11%	·	-0.1%	·	·	·	-5%
COc1ccc(CCNC(=O)COC(=O)Cc2cc(OC)c(OC)c(OC)c2)cc1	0.4%	-5.2%	1.2%	-1%	-0.1%	0.2%	10	13	i	-13%
CCNC(=O)/C(=C/c1cccc([N+](=O)[O-])c1)NC(=O)c1ccc(C)cc1	0.3%	-7.4%	1.3%	10%	-0.2%	0.1%	-7	-4	i	-8%
Cc1nc(-c2ccccn2)sc1C(=O)Nc1ccc(Cl)c(Cl)c1	0.1%	0.6%	11%	8%	-1.8%	0.2%	15	13	i	-10%
COc1ccc(-c2noc(C(C)NS(=O)(=O)c3ccc(NC(C)=O)cc3)n2)cc1 (stereo unspecified)	1.5%	·	2.4%	24%	·	0.2%	·	·	·	2%
CCc1nc(N[C@@H](CC(C)C)C(=O)O)c2oc3ccccc3c2n1	0.4%	3.6%	-0.8%	4%	-1.1%	0.1%	-8	-11	i	0%
Cc1c(S(=O)(=O)N2CCC(C)CC2)c(=O)n(C)c(=O)n1C	-1.6%	·	-0.2%	5%	·	·	·	·	·	-1%
Cc1ccccc1OCCC(=O)N1CCN(S(=O)(=O)c2ccc(F)cc2)CC1	0.2%	·	0.3%	24%	·	-0.3%	·	·	·	-6%
CCN(CC)S(=O)(=O)c1cccc(C(=O)NC2=NCCS2)c1	2.4%	·	4.4%	16%	·	-1.1%	·	·	·	9%
O=C(Nc1ccon1)c1csc2ccccc12	-0.2%	-3.4%	15%	12%	-1.6%	0.4%	4	-6	i	-13%
CC(=O)NC1C(OC(=O)/C=C/c2ccccc2)OC(COC(C)=O)C(OC(C)=O)C1OC(C)=O (stereo unspecified)	0.5%	·	1.4%	0%	·	0.4%	·	·	·	11%
CC(C)C[C@H](NC(=O)c1[nH]cnc1C(=O)N[C@@H](C)C(=O)OC(C)(C)C)C(=O)OC(C)(C)C	0.8%	·	13%	14%	·	-1.1%	·	·	i	-2%
CCCCCCCCCCCCOC(=O)C[N+](C)(C)C	·	·	2.9%	1%	·	0.2%	·	·	i	·
COc1ccc2c(=O)cc(C(F)(F)C(F)(F)F)oc2c1	-0.1%	-7.4%	0.6%	12%	-2.1%	-0.2%	-10	-2	i	-4%
O=c1[nH]c2cc3c(cc2cc1CN(Cc1cccnc1)C(=S)NCc1ccco1)OCCO3	0.5%	-2.1%	-1.4%	10%	-0.7%	0.4%	-4	-10	i	-7%
COc1ccc(NC(=O)CSc2nc(C)cc(C(F)(F)F)n2)cc1	0.9%	-5.5%	0.9%	6%	-0.5%	0.6%	-12	-5	i	·
COc1cc(C(=O)Nc2ccc(S(=O)(=O)Nc3onc(C)c3C)cc2)cc(OC)c1OC	-0.2%	-4.6%	1.4%	2%	-1.9%	0.7%	2	2	i	1%
CC(C)n1cc(C(=O)N2CCCC(N3CCN(c4ccc(F)cc4)CC3)C2)cn1 (stereo unspecified)	-0.1%	·	0.7%	-4%	·	-0.2%	·	·	·	-7%
O=S1(=O)N=C(Nc2nncs2)c2ccccc21	0.2%	-2.5%	0.8%	20%	-0.4%	0.7%	32	39	i	0%
COc1cc2ccccc2cc1C(=O)Nc1ccc(Br)cn1	0.4%	·	2.1%	11%	·	-0.9%	·	·	·	1%
CC(C)CC(=O)NC(=S)Nc1cccc(NC(=O)c2ccccc2Cl)c1	8.4%	-8.2%	3.3%	31%	1.1%	-0.7%	8	14	i	-1%
CC(=O)c1c(C)[nH]c(C(=O)Nc2cccc(C#N)c2)c1C	0.4%	·	5.4%	13%	·	-0.6%	·	·	·	-5%

Next part (4 carried over from the part before).
SMILES	K1F lysis inhibition	XIAP antagonists	RSV antiviral HEp-2	Large T inhibition	CSM14.1 death rescue	West Nile virus CPE	WT yeast gro inh	WT yeast gro inh mutant strain	Yfh1-depleted yeast	Dengue-2 NS5 capping	others
O=S1(=O)N=C(Nc2nncs2)c2ccccc21	0.2%	-2.5%	0.8%	20%	-0.4%	0.7%	32	39	i	0%
COc1cc2ccccc2cc1C(=O)Nc1ccc(Br)cn1	0.4%	·	2.1%	11%	·	-0.9%	·	·	·	1%
CC(C)CC(=O)NC(=S)Nc1cccc(NC(=O)c2ccccc2Cl)c1	8.4%	-8.2%	3.3%	31%	1.1%	-0.7%	8	14	i	-1%
CC(=O)c1c(C)[nH]c(C(=O)Nc2cccc(C#N)c2)c1C	0.4%	·	5.4%	13%	·	-0.6%	·	·	·	-5%
NC(=O)c1cc(S(=O)(=O)NCc2cccs2)cs1	-0.1%	·	2.5%	4%	·	-0.2%	·	·	·	-4%
Cc1cccc(Oc2coc3cc(OC(=O)c4cc5ccccc5oc4=O)ccc3c2=O)c1	1.2%	-0.3%	14%	12%	1.2%	-0.5%	-16	-4	i	1%	Dengue-2 NS5 capping pilot replicate=2.6
Cn1c(SCC(=O)NC(C)(C)C)nnc1-c1cnccn1	0.5%	-1.2%	0.6%	-3%	-1.6%	0.0%	-8	-15	i	-2%
CCOC(=O)c1sc(-c2ccccc2)cc1NC(=O)Nc1ccccc1	-0.7%	0.1%	14%	7%	-0.8%	1.2%	33	17	i	0%
O=C(CNC(=O)C12CC3CC(CC(C3)C1)C2)NC1=NCCS1	0.3%	-4.7%	0.8%	14%	-3.0%	-0.6%	-5	-15	i	-2%
COc1ccccc1-n1cnc2c(c1=O)c1nc3ccccc3nc1n2-c1ccc(C)c(C)c1	0.1%	-4.8%	·	28%	2.1%	-0.2%	23	20	i	-2%
CC(=O)Nc1ccc(OCCC[n+]2cccc(C(=O)[O-])c2)cc1	0.4%	-0.6%	-0.5%	12%	-0.7%	0.7%	-8	-3	i	·
O=C(NCCN1CCN(c2ccccc2)CC1)Nc1ccc(Cl)cc1	2.2%[50 µM]	·	?	0%	·	-0.7%	·	·	·	-7%
COc1ccc(N(CC(=O)N2CCCCCC2)S(=O)(=O)c2ccccc2)cc1	-0.4%	·	-0.5%	-2%	·	-1.0%	·	·	·	4%
CCC(CC)NCc1ccc2c(c1)c1ccccc1n2CC	0.4%	-9.2%	-0.3%	7%	-4.8%	-1.3%	48	29	i	-2%
Cc1ccc2cc(C)c(SCC(=O)Nc3cc(C)on3)nc2c1	-0.3%	·	0.2%	-25%	·	-0.2%	·	·	·	-7%
CCOc1ccccc1NC(=O)CCC(=O)Nc1nnc(C2CCCCC2)s1	-0.2%	·	0.7%	15%	·	0.0%	·	·	·	-2%
c1ccc(Cn2nnnc2C(c2cccs2)N2CCSCC2)cc1 (stereo unspecified)	3.0%	-2.2%	3.8%	6%	1.5%	-0.2%	10	9	i	1%
COc1ccc(C(=O)CC(=O)C(=O)Nc2cc(OC)ccc2OC)cc1	0.1%	·	0.3%	22%	·	0.3%	·	·	·	1%
CCOC(=O)C1CCN(C(=O)c2ccccc2NS(=O)(=O)c2ccc(F)c(F)c2)CC1	2.9%	-5.8%	0.2%	-10%	-1.5%	1.1%	4	-4	i	-7%
COc1ccc2cc(CN(Cc3ccco3)C(c3nnnn3C3CCCCC3)C(C)C)c(=O)[nH]c2c1 (stereo unspecified)	0.2%	-8.3%	1.3%	10%	·	-0.4%	28	11	i	-1%
C=CCS(=O)(=O)c1nc2ccccc2s1	-0.1%	-2.1%	-2.0%	6%	-2.4%	0.7%	-8	8	i	-23%
Nn1c(SCC(=O)Nc2ccc3c(c2)OCO3)nnc1C(F)(F)F	-0.4%	-14%	0.7%	1%	0.2%	0.0%	-1	-16	i	-5%
COc1ccc(CNC(=O)C/C(C)=N/NC(=O)C(c2ccccc2)c2ccccc2)cc1	3.4%	-8.7%	0.9%	8%	-1.9%	0.4%	5	-1	i	-8%
CC1CC(=O)C2=C(C1)Nc1ccccc1N=C2 (stereo unspecified)	0.4%	-1.4%	4.0%	-7%	-0.8%	-0.3%	-1	11	i	-1%
O=C(NC1CCS(=O)(=O)C1)c1cnccn1 (stereo unspecified)	2.4%	-2.7%	5.8%	7%	-0.9%	·	-24	-36	·	-1%
COc1ccccc1C(=O)NC(=O)COC(=O)CNC(=O)c1ccc(Cl)cc1Cl	1.7%[50 µM]	·	-1.6%	16%	·	·	·	·	·	-6%
O=C(CCS(=O)(=O)c1ccc(Br)cc1)N1CCN(c2ccccc2Cl)CC1	-3.4%	-2.0%	3.1%	21%	6.3%	-1.0%	-8	-11	i	-4%
Cc1cccc(C)c1OCC(O)CNS(=O)(=O)c1ccccc1C(=O)N1CCCCC1 (stereo unspecified)	-0.1%	-21%	14%	-1%	0.5%	0.6%	17	-5	i	5%	Dengue-2 NS5 capping pilot replicate=2.0
Cc1ccc(N2CC(C(=O)O)CC2=O)cc1 (stereo unspecified)	·	-4.6%	2.1%	21%	-0.9%	0.2%	2	1	i	·
CCOC(=O)C1=NN(C(=O)Cc2ccccc2)C(O)(c2ccc(Cl)cc2)C1 (stereo unspecified)	0.1%[50 µM]	-3.8%	0.6%	6%	2.3%	0.0%	7	-4	i	-5%
CC1CN(S(=O)(=O)c2ccccc2)CN1C(=O)N1CCOCC1 (stereo unspecified)	0.8%	·	1.6%	22%	·	0.2%	·	·	·	0%
CN(C)S(=O)(=O)c1cccc(NC(=S)NN=C(Cc2ccccc2)Cc2ccccc2)c1	0.9%[50 µM]	-17%	5.0%	4%	5.6%	0.0%	2	5	i	-2%
CCN(CC)C(=O)c1c(NC(=O)c2ccccc2)sc(C)c1C	-6.2%	3.7%	0.9%	7%	-0.7%	0.1%	3	15	i	1%
COc1ccc(NC(=O)C2CCCN(c3nn4c(=O)cc(C)nc4s3)C2)cc1 (stereo unspecified)	-1.4%	·	0.8%	4%	·	0.0%	·	·	·	-1%
